Screens from PubChem.
HT1080-NT tox = qHTS for induction of synthetic lethality in tumor cells producing 2HG: qHTS for the HT-1080-NT fibrosarcoma cell line | Potency, µM (doses to about 46.1 µM), without a hit: at the highest dose activity, negative = less viability, most hits filed as cytotoxic | HT-1080-NT fibrosarcoma viability, CellTiter-Glo ATP luminescence, 48 h | 1.6% of 360,000 active;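 also: NT is the 2HG producing partner of a matched IDH1 knockdown line; potency is read from the fitted curve at half-maximal effect; 0% = DMSO-treated cells and -100% = media-only wells without cells; nearly all actives have a fitted effect of over 55% in size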
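Compounds were tested in concentration-response format on HT-1080-NT cells for 48 hours at 37 degrees C. Cell viability came from CellTiter-Glo luminescence; curves were classified by r2, response magnitude and activity.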
SW480 rereplic = A quantitative high throughput screen for small molecules that induce DNA re-replication in SW480 colon adenocarcinoma cells. SW480 DNA re-replication, Hoechst DNA content imaging, 48 h. Potency, µM (top dose mostly 46.1 µM), without a hit: at the highest dose re-replication activation, hits mostly activators. 1.8% of 340,000 active. AID 624297, 2012; also: potency is read from the fitted curve at half-maximal effect; % of control where 0% means no effect; nearly all actives have a fitted effect of over 55% in size
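First, 250 cells per well were seeded. Next, compound or vehicle (23 nL) was pinned in, plates sat 48 hr at 37 C. Finally Hoechst was added for 40 min before fluorescence scanning.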
HT1080 IDH1KD tx = qHTS for induction of synthetic lethality in tumor cells producing 2HG: qHTS for the HT-1080-IDH1KD cell line; HT-1080 IDH1 knockdown viability, ATP luminescence, 48 h; Potency, µM (series often up to 46.1 µM), for inactives: at the highest dose activity, negative = toxicity, most hits filed as cytotoxic; 2% of 360,000 active;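 also: potency is read from the fitted curve at half-maximal effect; 0% = DMSO wells and -100% = cell-free medium wells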
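CellTiter-Glo luminescence after 48 h compound exposure at 37 degrees C of IDH1-knockdown HT-1080 cells in 5% FBS RPMI. %Activity scaled between DMSO wells and cell-free media wells, with curves fitted and assigned curve classes.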
D3 antag = qHTS of D3 Dopamine Receptor Antagonist: qHTS. max response, negative = inhibition, %. D3R cells, DiscoveRx beta-arrestin luminescence, antagonist mode; hits give low values. D(3) dopamine receptor (Homo sapiens), P35462. 2.5% of 360,000 active; in the data active = max response below about -50%; inconclusive = no clear call, values can overlap the other calls; also: % is scaled to controls: 0 for no effect and ±100 for the full control effect; mostly tested at two doses, the higher about 12 µM
Target sequence (P35462 whole entry, looked up): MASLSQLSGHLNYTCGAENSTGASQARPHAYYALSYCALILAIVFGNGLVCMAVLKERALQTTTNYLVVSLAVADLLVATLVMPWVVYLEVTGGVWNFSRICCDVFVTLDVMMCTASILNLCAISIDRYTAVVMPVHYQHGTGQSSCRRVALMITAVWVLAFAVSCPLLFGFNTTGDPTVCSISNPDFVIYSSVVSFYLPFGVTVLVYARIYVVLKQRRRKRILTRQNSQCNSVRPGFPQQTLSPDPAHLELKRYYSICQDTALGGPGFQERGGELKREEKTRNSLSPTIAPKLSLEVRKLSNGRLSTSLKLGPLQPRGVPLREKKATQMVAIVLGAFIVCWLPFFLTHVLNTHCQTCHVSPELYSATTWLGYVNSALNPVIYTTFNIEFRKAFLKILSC
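Cells plated overnight at 1500 cells/well, then exposed to library compounds with dopamine controls for 90 minutes at 37 degrees C. DiscoveRx reagent added for 30–60 minutes at room temperature; luminescence read, quantitative HTS format.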
KB-3-1 tox = qHTS assay for MDR1-selective chemotherapeutics: Primary screen using the parental adenocarcinoma cell KB-3-1; KB-3-1 viability, CellTiter-Glo ATP luminescence, 72 h; 1.4% of 400,000 active; Potency, µM (titrated, usually from 46.1 µM), without a hit: top-dose activity change, negative = cytotoxic, actives largely listed as cytotoxic; AID 1347075, 2019; also: potency is read from the fitted curve at half-maximal effect; % is scaled to controls: 0 for no effect and ±100 for the full control effect; nearly all actives have a fitted effect of over 60% in size
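Viability of parental KB-3-1 cells, measured by CellTiter-Glo luminescence, followed a 72 h incubation at 37 °C with pinned compounds in phenol-red-free DMEM containing 10% FBS.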
GLP1R ag = qHTS of GLP-1 Receptor Agonists; HEK293 GLP-1R CRE-luciferase, luminescence, 4-6 h; cells express a hypersensitive GLP-1R form; Potency, µM (top dose mostly 45.6 µM), without a hit: at the top dose activation, usual class: activators; 0.007% of 380,000 active; Glucagon-like peptide 1 receptor (Homo sapiens), P43220; also: potency is read from the fitted curve at half-maximal effect; % of control where 0% means no effect
Target sequence (P43220 whole entry, looked up): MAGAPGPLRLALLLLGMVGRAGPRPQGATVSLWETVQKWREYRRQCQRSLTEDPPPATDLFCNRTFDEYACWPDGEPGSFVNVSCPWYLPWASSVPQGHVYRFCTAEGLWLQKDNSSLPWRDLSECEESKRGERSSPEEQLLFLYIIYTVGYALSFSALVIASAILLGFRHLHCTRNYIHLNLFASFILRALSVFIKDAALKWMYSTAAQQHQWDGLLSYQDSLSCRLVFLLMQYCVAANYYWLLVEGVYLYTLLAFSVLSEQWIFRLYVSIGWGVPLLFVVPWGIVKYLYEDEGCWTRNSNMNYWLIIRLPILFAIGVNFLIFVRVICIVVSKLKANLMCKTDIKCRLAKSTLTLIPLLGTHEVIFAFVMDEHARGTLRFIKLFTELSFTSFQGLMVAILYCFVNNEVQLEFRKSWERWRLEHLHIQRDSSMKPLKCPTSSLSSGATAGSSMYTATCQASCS
KB-V1 cytotox = qHTS assay for MDR1-selective chemotherapeutics: Primary screen using the drug-selected MDR subline cells KB-V1; KB-V1 MDR cells viability, CellTiter-Glo, 72 h; Potency, µM (highest dose often 46.1 µM), for inactives: top-dose activity change, negative = cytotoxicity, most hits filed as cytotoxic; 3.4% of 400,000 active; also: potency is read from the fitted curve at half-maximal effect; % is scaled to controls: 0 for no effect and ±100 for the full control effect; nearly all actives have a fitted effect of over 60% in size
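Following 72 h at 37 degrees C with compound, KB-V1 cell viability was read by CellTiter-Glo luminescence, medium being phenol-red-free DMEM plus 10% FBS; concentration-response parameters came from normalized, curve-fitted qHTS data.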
IL-1B inflam inh = qHTS for Inhibitors of Inflammasome Signaling: IL-1-beta AlphaLISA Primary Screen; activity change, % at 57.5 µM; THP-1 LPS/ATP IL-1B secretion, AlphaLISA, 16 h; hits give low values; AID 743279, 2014; 4.7% of 360,000 active; in the data active = activity change below about -50%; inconclusive = mostly about -30% to -49%; also: % is scaled to controls: 0 for no effect and ±100 for the full control effect
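THP-1 cells pretreated 1 hr with compounds (up to 57.5 uM final), then stimulated with LPS (250 ng/mL final) plus ATP (1.25 mM final); secreted IL-1B measured by AlphaLISA after 16 hr, decreased signal indicating inhibition.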
DRD3 agonist = qHTS of D3 Dopamine Receptor Agonist: qHTS | D(3) dopamine receptor (Homo sapiens), P35462 | 0.58% of 410,000 active | max activation, % | AID 652048, 2013 | D3R DiscoveRx beta-arrestin cells, luminescence, 90 min; in the data active = max activation above about 30%; also: 0% is about no effect; mostly tested at two doses, the higher about 12 µM
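Agonist-mode cell screen: cells plated at 1500/well and incubated overnight at 37 °C, then exposed to library compounds for 90 min at 37 °C. Detection reagent was added for 30–60 min at room temperature, and luminescence was read.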
An asterisk follows results filed as active; u = inconclusive; x = not tested or not shown; [ ] = dose if it differs, or a comment. Unless noted, calls follow the shape of the dose curve; as a rule, active = well fitted curve in the direction sought with a large enough effect; inconclusive = small, poorly fitted or top-dose-only effect, or another doubt; inactive = no such curve, though single readings can be large; an effect the other way counts as inactive or inconclusive.

SMILES | HT1080-NT tox | SW480 rereplic | HT1080 IDH1KD tx | D3 antag | KB-3-1 tox | GLP1R ag | KB-V1 cytotox | IL-1B inflam inh | DRD3 agonist
COc1cc(C2C(C#N)=C(N)Oc3c2ccc2ccccc32)ccc1OCC(=O)Nc1cccc(C)c1 (configuration not stated) | -10% | 5% | -21% | -4 | u | 0% | u | 0 | 6
CN1C(=O)N(CC(=O)NCc2ccc(Cl)cc2Cl)C(=O)C12CCCCC2 | -4% | 2% | -1% | 7 | -10% | 4% | -5% | -54* | 10
COc1ccc(NC(=O)C(c2ccc(C(F)(F)F)cc2)n2c(=O)c(-c3cc4ccccc4[nH]3)nc3ccccc32)cc1 (configuration not stated) | u | x | u | 22 | -30% | x | -15% | 141 | 3
Cc1nc2ccccc2n1CCOc1ccc(F)cc1 | -2% | 2% | -4% | -3 | 0% | -3% | u | -7 | 0
CSc1ccc(C(C(C(=O)c2cccs2)N2CCOCC2)N2CCOCC2)cc1 (configuration not stated) | 4% | -4% | 4% | 64 | 0% | -6% | -15% | 9 | 7
NNC(=O)CNC(c1ccccc1)c1cc(Br)ccc1NC(=O)c1ccc(Br)cc1 (configuration not stated) | -2% | 9% | -4% | -18 | -1% | -7% | -24% | -63* | -9
Nc1nnc(CCOc2ccccc2Cl)s1 | 1% | -8% | -9% | 3 | 17% | -5% | 21% | -5 | 4
COC(=O)c1ccc(CSc2nc(-c3ccccc3)cs2)o1 | 7% | -3% | 2% | 1 | -4% | 18% | 2% | 25 | 10
O=C(NCc1ccccn1)[C@@H]1CCCN1C(=O)[C@@H]1CCCN1C(=O)c1cccs1 | -6% | x | -1% | 4 | 26% | -1% | -2% | 45 | -5
CC(OC(=O)/C=C/c1cccs1)C(=O)Nc1ccc(C(N)=O)cc1 (configuration not stated) | 0% | u | -6% | -21 | -15% | -4% | 7% | 83 | -16
O=C(N/N=C/C=C/c1ccccc1)c1cc2c(ccc3ccccc32)o1 | 1% | 12µM* | -1% | u | u | 1% | u | 9 | 16
O=C(Nc1ccccc1)c1ccc(NCCN2CCOCC2)c(S(=O)(=O)N2CCOCC2)c1 | -9% | -2% | -2% | u | -2% | 5% | 3% | -18 | -9
Cc1ccccc1NC(=S)N(Cc1ccccc1)Cc1cccnc1 | -3% | 3% | 10% | -9 | 5% | 2% | u | -60* | -1
Cc1cc(C(=O)COC(=O)c2ccc[nH]c2=O)c(C)n1-c1ccccc1F | -19% | -5% | 2% | -1 | 11% | -6% | u | -12 | 0
CCc1sc(C(=O)Nc2ncccc2O)cc1C | u | 0% | u | 4 | 0% | -6% | u | 64 | 0
CCCNC(=O)COC(=O)c1cc(C)nc2ccccc12 | 0% | -64%[inhibitor] | -4% | -2 | 3% | 6% | 4% | 13 | 0
COc1cc2ccccc2cc1C(=O)Nc1ccccc1Cl | u | 8% | u | 38 | u | 14% | -19% | 0 | 6
COc1ccc(COC(=O)N/N=C(\C)CC(=O)Nc2c(C)cc(C)cc2C)cc1 | -5% | u | -6% | -17 | 0% | 8% | 7% | -22 | -7
COc1ccc(CNC(=O)C2CC(C)=C(C)CC2C(=O)O)cc1 (configuration not stated) | 3% | -13% | 8% | 26 | 1% | -5% | 18% | 17 | -12
O=C(c1cc(F)c(F)cc1Cl)N1CCN(CCc2ccccc2)CC1 | 0% | -5% | -1% | 8 | 16% | 5% | -2% | 3 | -5
CC1CCCC(C)N1C(=O)COc1ccc(F)cc1 (configuration not stated) | 17% | -15% | 1% | 10 | u | 3% | 0% | 6 | -2
Cc1cc(C(=O)CSc2nc3ccccc3o2)c(C)n1CC1CCCO1 (configuration not stated) | -1% | 7% | -10% | 33 | 0% | 3% | u | 6 | -3
Cc1ccc(/C=C(\C#N)C(=O)NC(C)C)o1 | -3% | -16% | 19% | -14 | 15% | 6% | 0% | -14 | -1
COc1ccccc1NC(NC(=O)c1cccnc1)C(Cl)(Cl)Cl (configuration not stated) | -20% | -26% | 4% | 9 | 14% | 4% | 0% | 13 | 5
CCOc1ccc(NC(=O)c2oc3ccccc3c2NC(=O)c2cc(C)cc(C)c2)cc1 | x | x | x | x | 4% | 1% | 2% | x | 0
CC(=O)Nc1ccc(-c2nnc(SCC(=O)NCc3ccco3)n2C)cc1 | 8% | 0% | 0% | 14 | u | -6% | u | -2 | 1
C=CCNC(=O)CN(Cc1ccccc1)S(=O)(=O)c1ccccc1 | 2% | 9% | 11% | -25 | -7% | 3% | 14% | -17 | -4
CCOc1cc(C(=O)NC)cc(Br)c1OC | 11% | 10% | -8% | 1 | 5% | -3% | 0% | 17 | -5
Brc1ccc2nc(-c3ccco3)c(Cc3ccsc3)n2c1 | u | x | u | 8 | 0% | 0% | 29% | -9 | -1
COC(=O)c1ccc(Cl)c(NC(=O)CN(c2ccc(OC)cc2)S(=O)(=O)c2ccccc2)c1 | 1% | 2% | 5% | -9 | -7% | -3% | -10% | 11 | 5
CCCCN(C(=O)CC1CCCC1)c1c(N)n(CC(C)C)c(=O)[nH]c1=O | -1% | 3% | -1% | -13 | 20% | -3% | -1% | 2 | 1
COc1ccc(CNCc2c(O)c(Cl)cc3c(C)c(C)c(=O)oc23)c(OC)c1 | 13% | u | 24% | 3 | 10% | -1% | -11% | 31 | 1
CCOC(=O)CSc1nnc(NC(=O)c2cccc(S(=O)(=O)N3CCCCC3)c2)s1 | 0% | -28% | 13% | -13 | 10% | 3% | 2% | -18 | 14
CCCCNC(=S)N/N=C/c1cc(C)ccc1C | -7% | 17% | -4% | -23 | u | -2% | u | 16 | -4
CCOC(=O)CSc1nnc(CNC(=O)c2cccs2)n1CCc1ccccc1 | 21% | -1% | 0% | u | 0% | -6% | 24% | -18 | -50
Cc1ccc(Sc2c([N+](=O)[O-])c(C)nn2C)cc1 | 0% | -57% | -1% | -12 | 9% | 14% | -16% | 0 | -8
OC(CNCC1COc2ccccc2O1)COCc1cccs1 (configuration not stated) | -10% | -2% | -29% | -71* | u | -2% | 21µM* | -4 | -30
Nc1c2c(nc3ccccc13)CSCC2 | -3% | -12% | 7% | 4 | 12% | 1% | 2% | -10 | 5
CCOc1ccc(-n2c(=O)c3sc4ccccc4c3n(Cc3ccc(F)cc3)c2=O)cc1 | x | x | x | x | 0% | -1% | 9% | x | -10
Cc1sc(NC(=O)c2ccco2)c(C(c2cccnc2)N2CCCC2)c1C (configuration not stated) | u | u | u | -26 | -19% | 4% | -10% | -29 | 2
O=C(CCN1C(=O)/C(=C/c2ccccc2)SC1=S)NNC(=O)c1cccnc1 | -3% | -7% | 1% | -7 | 5% | 1% | 16% | 18 | 2
COc1ccc(OC)c2[nH]c(=O)c(CCNC(=O)c3ccc(S(=O)(=O)N4CCCCC4)cc3)cc12 | 5% | -2% | 3% | 10 | -5% | -2% | 8.2µM* | 20 | 3
CCNC(=O)C1CCCN1S(=O)(=O)c1ccc(C)cc1 (configuration not stated) | 11% | 0% | 0% | 8 | 5% | -7% | 4% | 0 | 11
CCCn1nc([N+](=O)[O-])c(C(C#N)c2nc3ccccc3o2)c(Cl)c1=O (configuration not stated) | u | -2% | u | -61* | 0% | -17% | 0% | -82* | -6
COC(=O)CN(CCc1ccccc1)S(=O)(=O)c1ccc(OC)c(OC)c1 | 7% | 2% | 11% | 11 | 6% | 0% | -24% | 18 | -9
CCC(C)(C)n1nnnc1CN1CCC(NC(=O)c2ccc(Br)cc2)CC1 | 2% | 2% | 1% | 0 | -1% | -4% | -4% | -8 | 8
Cc1nonc1CN(C)C(=O)CC1C(=O)NCCN1Cc1ccccc1C(F)(F)F (configuration not stated) | -2% | -5% | 11% | 14 | 11% | 7% | 4% | 8 | 1
Clc1nc(NCc2cccnc2)nc(N2CCOCC2)n1 | -1% | 3% | 3% | -24 | 2% | 1% | -2% | 44 | -1
Cc1ccc(CSc2ncn(-c3ccccc3)n2)cc1 | 18% | -3% | 17% | -6 | 10% | 0% | -23% | 11 | -4
O=C1OC(Nc2nccs2)c2ccccc21 (configuration not stated) | 9% | -7% | 10% | -1 | -4% | 2% | -6% | -7 | -2
Cc1cc(C)cc(N2C(=O)C3NN=C(C(=O)OCc4ccccc4)C3C2=O)c1 (configuration not stated) | 22% | 0% | 15% | 15 | -4% | 0% | u | 7 | -4
NC(=O)c1ccsc1NC(=O)CSc1n[nH]c(N)n1 | -6% | -8% | -1% | 0 | 1% | -1% | -14% | 3 | -9
COc1ccc(OCC(=O)O/N=C(\N)Cc2ccc(Cl)cc2)cc1 | 0% | -7% | 2% | -7 | -1% | -3% | 0% | 0 | -4
